Screens from PubChem BioAssay.
KKLEB tox – CF airway cell cytotoxicity counter-screen. KKLEB CF airway cells viability, ATPlite luminescence, overnight; active compounds read low; cells stimulated with P. aeruginosa culture filtrate. activity change (cytotoxicity), % at 5 µM. hit rate 0.36% among 360,000;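 active means corrected activity change at or below -50% at 5 µM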
Peg3 promoter – Peg3 promoter activity inhibition. HeLa PEG-Prom luciferase reporter, luminescence, overnight. inhibition, % at 20 µM. hit rate 1.7% among 360,000;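 active means inhibition of at least 50% at 20 µM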
TRPM1 prom inh – reduces MITF-dependent TRPM1 promoter luciferase signal. SK-MEL-5 TRPM1 promoter luciferase, 24 h. inhibition, % at 12.5 µM. hit rate 0.83% among 330,000. AID 488899;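 active means mean inhibition across replicates of 60% or more, whatever share of single replicates reaches that level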; further: values of inactives mirror those of a sister screen read the other way
LMP1 NFkB inh – Epstein-Barr LMP1 NF-kappaB reporter inhibition; LMP1-induced NF-kappaB luciferase reporter cells, luminescence; inhibition, % at 12.5 µM; hit rate 0.69% among 350,000; AID 504558; in the data active means inhibition above about 41%;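 further: 0% = neutral control wells and 100% = reference inhibitor control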
NR2E3 ag-1 – activates human photoreceptor nuclear receptor NR2E3 | Q9Y5X4 | GST-NR2E3/biotin-RetCOR TR-FRET, 1536-well | inhibition of corepressor binding, % at 4.78 µM | hit rate 0.12% among 320,000 | AID 2300;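 active means percent inhibition above the cutoff of mean plus 3 SD of all tested compounds, set per screening campaign, cut at about 20% in these data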;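 further: 0% = DMSO wells and 100% = biotin wells as full block of FRET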
Target sequence (Q9Y5X4 whole entry, looked up): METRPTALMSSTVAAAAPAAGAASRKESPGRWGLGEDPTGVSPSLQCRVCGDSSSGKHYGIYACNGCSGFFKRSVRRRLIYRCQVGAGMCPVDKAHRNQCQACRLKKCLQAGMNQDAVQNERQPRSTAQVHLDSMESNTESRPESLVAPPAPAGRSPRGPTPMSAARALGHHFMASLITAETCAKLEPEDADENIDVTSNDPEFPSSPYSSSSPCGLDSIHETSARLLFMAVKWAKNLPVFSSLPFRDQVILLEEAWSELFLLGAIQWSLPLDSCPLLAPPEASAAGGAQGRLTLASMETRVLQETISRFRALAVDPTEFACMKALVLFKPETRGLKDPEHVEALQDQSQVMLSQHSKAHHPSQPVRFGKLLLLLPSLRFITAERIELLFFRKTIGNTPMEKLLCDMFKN
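Format: 1536-well format; test system: GST-NR2E3 and biotin-RetCOR proteins; read-out basis: percent inhibition of TR-FRET ratio; timing: 5 h incubation at 4 °C; detection: time-resolved FRET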
NR2E3 ag-2 – activates human NR2E3 receptor | Q9Y5X4 | CHO-S Gal4-NCOR/VP16-NR2E3 two-hybrid, luciferase | inhibition of corepressor binding, % at 3.98 µM | hit rate 0.35% among 360,000 | AID 602229;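 active means inhibition above the mean of all tested compounds plus 3 SD, cut at about 70% in these data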;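 further: 0% = DMSO with NR2E3 transfected cells and 100% = cells lacking NR2E3 construct; higher means lower luciferase signal from less NR2E3 corepressor binding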
iPSC survival up – enhancers of human iPSC single-cell survival; hiPSC single-cell survival, ATPlite luminescence; 100% = ROCK inhibitor wells, 0% = DMSO; survival enhancement, % at 20 µM; hit rate 0.044% among 360,000; AID 602274; in the data active means survival enhancement above about 18%;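 further: cells exposed to compounds for 16 hours before the ATP read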
HIF-2a block – blocks HIF-2a reporter activity | 786-0 RCC cells HIF-2a reporter, luciferase luminescence, overnight | inhibition, % at 18.8 µM | hit rate 0.72% among 360,000 | AID 624352;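 active means inhibition of the luminescence signal of 40% or more relative to plate controls, in a single-dose primary screen at 18.75 µM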
CF NFkB block – blocks PAF-induced NF-kB reporter in cystic fibrosis cells; KKLEB NF-kB-GFP reporter, GFP fluorescence overnight; inhibition, % at 5 µM; hit rate 0.86% among 360,000; AID 588850;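 active means at least 50% inhibition at 5 µM, scaled per plate between neutral and stimulator controls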;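 further: PAF is a Pseudomonas aeruginosa culture filtrate used as stimulus; plate controls were PAF-stimulated DMSO wells for no effect and unstimulated DMSO wells for full effect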
TRAIL sens C8 – sensitizes caspase-8 expressing cells to TRAIL | NB7+C8 cells + TRAIL, ATPlite viability luminescence | inhibition (viability loss, TRAIL sensitization), % at 10 µM | hit rate 1% among 360,000;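 active means compounds causing at least 50% loss of cell viability in the single-dose screen, relative to plate controls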
Shn3 inh set2 – Schnurri-3 reporter inhibition in Clone20 osteoblasts; hit rate 0.52% among 360,000; Clone20 osteoblast Shn3 3'UTR firefly luciferase, 24 h; inhibition, % at 12.5 µM; AID 588674;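 active means mean inhibition of at least 75% with every replicate also reaching 75%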;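 further: 0% = median of neutral control wells and 100% = pilot-screen positive control compound; some compounds past the cut are filed as inactive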
* = called active by the depositor. An excerpt. The share of hits here may be higher or lower than overall.

What do the screens show for `O=C(COc1ncnc2sccc12)NC1CCCc2ccccc21` (centres undefined)?
KKLEB tox: 4; Peg3 promoter: 2; TRPM1 prom inh: 4; LMP1 NFkB inh: 2; NR2E3 ag-1: 0; NR2E3 ag-2: 7; iPSC survival up: -1.0; HIF-2a block: 10; CF NFkB block: -5; TRAIL sens C8: -20; Shn3 inh set2: 7

How did CS(=O)(=O)Nc1ccccc1C(=O)NCC1(N2CCCCC2)CCCCC1 do in these assays?
KKLEB tox: -5; Peg3 promoter: 7; TRPM1 prom inh: 5; LMP1 NFkB inh: 47*; NR2E3 ag-1: 6; NR2E3 ag-2: -2; iPSC survival up: 0.3; HIF-2a block: 12; CF NFkB block: -8; TRAIL sens C8: -9; Shn3 inh set2: 4

What do the screens show for `O=C(Nc1ccccc1F)NC1CC1`?
KKLEB tox: 2; Peg3 promoter: -26; TRPM1 prom inh: -13; LMP1 NFkB inh: -4; NR2E3 ag-1: 3; NR2E3 ag-2: -7; iPSC survival up: -2.1; HIF-2a block: -66; CF NFkB block: 0; TRAIL sens C8: -5; Shn3 inh set2: -3

What do the screens show for `CC(=O)Nc1cc(-c2cccc(C(=O)N(C)C)c2)cn2c(-c3ccc(F)c(Cl)c3)cnc12`?
KKLEB tox: 7; Peg3 promoter: -7; NR2E3 ag-2: -2; iPSC survival up: 0.3; HIF-2a block: 5; CF NFkB block: -7; TRAIL sens C8: 4; Shn3 inh set2: 5

What do the screens show for `Cc1c(NC(=O)CN2C(=O)NC(C)(c3ccc(OC(F)F)cc3)C2=O)c(=O)n(-c2ccccc2)n1C` (centres undefined)?
KKLEB tox: -12; Peg3 promoter: 0; TRPM1 prom inh: 2; LMP1 NFkB inh: -4; NR2E3 ag-1: 0; NR2E3 ag-2: -9; iPSC survival up: -0.6; HIF-2a block: 6; CF NFkB block: -8; TRAIL sens C8: 0; Shn3 inh set2: 2

How did O=C(CCCCCCCC(=O)c1ccccc1)c1ccccc1 do in these assays?
KKLEB tox: -20; Peg3 promoter: 19; TRPM1 prom inh: 1; LMP1 NFkB inh: -20; NR2E3 ag-1: 3; NR2E3 ag-2: 1; iPSC survival up: 0.2; HIF-2a block: 11; CF NFkB block: 8; TRAIL sens C8: -7; Shn3 inh set2: 17

What do the screens show for `COc1ccc(C)cc1NC(=O)c1ccoc1C`?
KKLEB tox: 3; Peg3 promoter: -8; TRPM1 prom inh: 3; LMP1 NFkB inh: 4; NR2E3 ag-1: 4; NR2E3 ag-2: -26; iPSC survival up: -2.4; HIF-2a block: -18; CF NFkB block: 2; TRAIL sens C8: -10; Shn3 inh set2: -13

How did O=C(CCNS(=O)(=O)c1ccc(Br)s1)NCc1ccc(F)cc1 do in these assays?
KKLEB tox: -2; Peg3 promoter: -27; TRPM1 prom inh: 6; LMP1 NFkB inh: 4; NR2E3 ag-1: -1; NR2E3 ag-2: -10; iPSC survival up: -1.3; HIF-2a block: -10; CF NFkB block: -7; TRAIL sens C8: -5; Shn3 inh set2: -6

What do the screens show for `O=C(N/N=C/c1ccncc1)c1cccs1`?
KKLEB tox: 1; Peg3 promoter: -53; TRPM1 prom inh: -11; LMP1 NFkB inh: 4; NR2E3 ag-1: 1; NR2E3 ag-2: -87; iPSC survival up: -0.5; HIF-2a block: -47; CF NFkB block: -2; TRAIL sens C8: -2; Shn3 inh set2: -10

How did O=C(/C=C/c1c(Cl)cccc1Cl)NCc1ccco1 do in these assays?
KKLEB tox: -4; Peg3 promoter: -68; TRPM1 prom inh: -13; LMP1 NFkB inh: -2; NR2E3 ag-1: -1; NR2E3 ag-2: -3; iPSC survival up: 0.2; HIF-2a block: -89; CF NFkB block: 8; TRAIL sens C8: 12; Shn3 inh set2: 4

Reprinted from the part before: 3 compounds, followed by the next part.
How did O=C(CCNS(=O)(=O)c1ccc(Br)s1)NCc1ccc(F)cc1 do in these assays?
KKLEB tox: -2; Peg3 promoter: -27; TRPM1 prom inh: 6; LMP1 NFkB inh: 4; NR2E3 ag-1: -1; NR2E3 ag-2: -10; iPSC survival up: -1.3; HIF-2a block: -10; CF NFkB block: -7; TRAIL sens C8: -5; Shn3 inh set2: -6

What do the screens show for `O=C(N/N=C/c1ccncc1)c1cccs1`?
KKLEB tox: 1; Peg3 promoter: -53; TRPM1 prom inh: -11; LMP1 NFkB inh: 4; NR2E3 ag-1: 1; NR2E3 ag-2: -87; iPSC survival up: -0.5; HIF-2a block: -47; CF NFkB block: -2; TRAIL sens C8: -2; Shn3 inh set2: -10

How did O=C(/C=C/c1c(Cl)cccc1Cl)NCc1ccco1 do in these assays?
KKLEB tox: -4; Peg3 promoter: -68; TRPM1 prom inh: -13; LMP1 NFkB inh: -2; NR2E3 ag-1: -1; NR2E3 ag-2: -3; iPSC survival up: 0.2; HIF-2a block: -89; CF NFkB block: 8; TRAIL sens C8: 12; Shn3 inh set2: 4

How did O=C(COC(=O)c1ccc[nH]c1=O)NCCc1ccc(F)cc1 do in these assays?
KKLEB tox: -5; Peg3 promoter: 8; TRPM1 prom inh: -1; LMP1 NFkB inh: -1; NR2E3 ag-1: 2; NR2E3 ag-2: 1; iPSC survival up: -0.2; HIF-2a block: 22; CF NFkB block: 3; TRAIL sens C8: -7; Shn3 inh set2: 12

What do the screens show for `CCCc1[nH]nc2c1C(c1ccc(OCCN3CCOCC3)c(OCC)c1)C(C#N)=C(N)O2` (centres undefined)?
KKLEB tox: 3; Peg3 promoter: 22; TRPM1 prom inh: 11; LMP1 NFkB inh: 9; NR2E3 ag-1: -1; NR2E3 ag-2: -9; iPSC survival up: -1.2; HIF-2a block: 9; CF NFkB block: -2; TRAIL sens C8: -3; Shn3 inh set2: 13

How did COc1ccc(CCC(C)Nc2ccc(F)cc2)cc1 (centres undefined) do in these assays?
KKLEB tox: -6; Peg3 promoter: 10; TRPM1 prom inh: -1; LMP1 NFkB inh: -4; NR2E3 ag-1: -2; NR2E3 ag-2: -6; iPSC survival up: -0.1; HIF-2a block: -3; CF NFkB block: -4; TRAIL sens C8: -27; Shn3 inh set2: -21

How did CN(C)c1ccc(C(=O)/C=C/c2ccc(Br)cc2)cc1 do in these assays?
KKLEB tox: -1; Peg3 promoter: -123; TRPM1 prom inh: -33; LMP1 NFkB inh: -10; NR2E3 ag-1: 3; NR2E3 ag-2: -37; iPSC survival up: -2.7; HIF-2a block: -246; CF NFkB block: -5; TRAIL sens C8: 18; Shn3 inh set2: -17

What do the screens show for `CCOc1cccc(CN2CCC(Oc3ccc(C(=O)N4CCCC4)cc3)CC2)c1`?
KKLEB tox: 7; Peg3 promoter: 6; TRPM1 prom inh: 7; LMP1 NFkB inh: -3; NR2E3 ag-1: -1; NR2E3 ag-2: 17; iPSC survival up: -0.4; HIF-2a block: 15; CF NFkB block: -12; TRAIL sens C8: -15; Shn3 inh set2: 16

Results for Fc1ccc(-c2nnc(CSc3nnc(-c4ccc5c(c4)OCO5)o3)o2)cc1 ?
KKLEB tox: 9; Peg3 promoter: -6; TRPM1 prom inh: -10; LMP1 NFkB inh: -4; NR2E3 ag-1: -2; NR2E3 ag-2: -12; iPSC survival up: 1.4; HIF-2a block: -29; CF NFkB block: 4; TRAIL sens C8: -2; Shn3 inh set2: -22

Results for COc1ccc(NC(=S)NCc2ccccc2)c(OC)c1 ?
KKLEB tox: 5; Peg3 promoter: 6; TRPM1 prom inh: 9; LMP1 NFkB inh: -8; NR2E3 ag-1: 3; NR2E3 ag-2: -6; iPSC survival up: -0.3; HIF-2a block: 15; CF NFkB block: 10; TRAIL sens C8: 10; Shn3 inh set2: -76

Results for COc1cc(NC(=O)C(=O)NNC(=O)C2CCCCC2)c(OC)cc1Cl ?
KKLEB tox: 8; Peg3 promoter: 1; TRPM1 prom inh: -2; LMP1 NFkB inh: -15; NR2E3 ag-1: -4; NR2E3 ag-2: -15; iPSC survival up: -1.8; HIF-2a block: 23; CF NFkB block: -19; TRAIL sens C8: -2; Shn3 inh set2: -10

What do the screens show for `CCn1c(COc2ccccc2)nnc1SCC(=O)C(C)(C)C`?
KKLEB tox: 0; Peg3 promoter: 7; TRPM1 prom inh: -3; LMP1 NFkB inh: 4; NR2E3 ag-1: 3; NR2E3 ag-2: 3; iPSC survival up: 6.5; HIF-2a block: 1; CF NFkB block: 4; TRAIL sens C8: -6; Shn3 inh set2: 13

How did COc1ccccc1OCC(=O)NN1Cc2ccccc2C1=N do in these assays?
KKLEB tox: 0; Peg3 promoter: 6; TRPM1 prom inh: 3; LMP1 NFkB inh: -13; NR2E3 ag-1: -4; NR2E3 ag-2: -9; iPSC survival up: -0.9; HIF-2a block: 17; CF NFkB block: 12; TRAIL sens C8: 2; Shn3 inh set2: -5

How did COC(=O)c1cc(S(=O)(=O)N2CCN(C(=O)c3ccco3)CC2)cn1C do in these assays?
KKLEB tox: 15; Peg3 promoter: 6; TRPM1 prom inh: 1; LMP1 NFkB inh: 2; NR2E3 ag-1: -1; NR2E3 ag-2: -2; iPSC survival up: 0.6; HIF-2a block: 5; CF NFkB block: -12; TRAIL sens C8: -8; Shn3 inh set2: -9

Results for COc1ccc(CNC(=O)c2cc3cccc(O)c3oc2=N)cc1 ?
KKLEB tox: 0; Peg3 promoter: -3; TRPM1 prom inh: -2; LMP1 NFkB inh: -4; NR2E3 ag-1: 0; NR2E3 ag-2: -68; iPSC survival up: -0.5; HIF-2a block: 3; CF NFkB block: -14; TRAIL sens C8: 3; Shn3 inh set2: -8

How did COCCNC(=S)N1CCCN(c2nc3cc(C)ccc3cc2C#N)CC1 do in these assays?
KKLEB tox: -1; Peg3 promoter: 3; TRPM1 prom inh: -2; LMP1 NFkB inh: 11; NR2E3 ag-1: 3; NR2E3 ag-2: 4; iPSC survival up: -0.6; HIF-2a block: 14; CF NFkB block: -16; TRAIL sens C8: 1; Shn3 inh set2: 13

Results for c1ccc(NC(c2ccccc2)c2ccncc2)cc1 (centres undefined) ?
KKLEB tox: 0; Peg3 promoter: 7; TRPM1 prom inh: -1; LMP1 NFkB inh: 2; NR2E3 ag-1: 3; NR2E3 ag-2: -12; iPSC survival up: 0.1; HIF-2a block: 5; CF NFkB block: -11; TRAIL sens C8: -10; Shn3 inh set2: -6

How did CCn1ccc(C(=O)Nc2ccccc2Cl)n1 do in these assays?
KKLEB tox: 0; Peg3 promoter: -226; TRPM1 prom inh: -86; LMP1 NFkB inh: -27; NR2E3 ag-1: 1; NR2E3 ag-2: -97; iPSC survival up: 3.2; HIF-2a block: -251; CF NFkB block: 1; TRAIL sens C8: 7; Shn3 inh set2: -68

How did CCCCn1c(CCCNC(=O)c2ccco2)nc2ccccc21 do in these assays?
KKLEB tox: 1; Peg3 promoter: 9; TRPM1 prom inh: 10; LMP1 NFkB inh: -2; NR2E3 ag-1: 2; NR2E3 ag-2: -22; iPSC survival up: -0.1; HIF-2a block: 11; CF NFkB block: 6; TRAIL sens C8: 1; Shn3 inh set2: 8
